# aGal spleen mod = inhibits or activates alpha-galactosidase in human spleen homogenate | P06280 | human spleen homogenate, 4MU-alpha-Gal fluorescence, 40 min | Potency, µM (doses to about 80 µM), for inactives: at the top dose activity change, negative = inhibition, actives largely listed as inhibitors | 240,000 tested, 0.008% active | AID 2107;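 note: 0% = enzyme with vehicle and -100% = no enzyme basal signal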
#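 Inhibition or activation of alpha-galactosidase in human spleen homogenate is scored by 4-MU fluorescence after 40 min at 37C, pH 5.0, with 1 mM substrate. AC50s come from concentration-response fitted to the Hill equation.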
# Tau fluor counter = counter-screen for tau fibril formation inhibitors; tau K18 P301L Alexa594 fluorescence, heparin fibrillization; Potency, µM (top dose mostly 57.7 µM), for the others: at the top dose activity change, negative = decrease; 280,000 tested, 0.93% active; AID 1463; note: nearly all actives have a fitted effect of over 55% in size
#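 Human K18 P301L tau (15 uM unlabeled plus 0.24 uM Alexa 594-labeled, final) in 100 mM sodium acetate pH 7 was mixed with compound and 20 uM heparin and incubated 6 hr at 37 C.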
# Tau fibril FP = blocks human tau fibril formation measured by polarization; Potency, µM (highest dose often 57.7 µM), for the others: at the top dose activity, negative = inhibition, usual class: inhibitors; P10636; K18 P301L tau heparin fibrillization, Alexa594 FP, 6 h; 280,000 tested, 0.39% active; AID 1468; note: nearly all actives have a fitted effect of over 55% in size
# Target sequence (P10636 561-689 P618L limits assumed): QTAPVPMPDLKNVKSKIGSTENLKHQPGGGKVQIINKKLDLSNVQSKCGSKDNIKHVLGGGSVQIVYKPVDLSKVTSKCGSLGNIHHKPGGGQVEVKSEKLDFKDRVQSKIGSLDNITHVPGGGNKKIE
#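 Quantitative HTS format: compounds meet 15 uM recombinant K18 P301L tau and Alexa 594-tau tracer in 100 mM sodium acetate pH 7; 20 uM heparin triggers fibrillization at 37 C over 6 hr; FP gives the signal.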
# ALDH1A1 inh = ALDH1A1 (human) enzyme inhibition | P00352 | Potency, µM (titrated, usually from 75.3 µM), for the others: top-dose activity, negative = inhibition, usual class: inhibitors | Purified ALDH1A1, NADH fluorescence, propionaldehyde substrate | AID 1030 | 220,000 tested, 7.3% active; active = well fitted inhibition curve with a large enough effect, not every such curve was filed as active; inconclusive = small, poorly fitted or top-dose-only effect, or another doubt; inactive = no such curve, though single readings can be large or run the other way;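 note: plate controls were no enzyme wells and a reference inhibitor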
# Tau ThT inhib = inhibitors of human tau fibril formation, thioflavin T binding; P10636; recombinant tau K18 P301L, heparin-induced fibrillization, ThT fluorescence; Potency, µM (series often up to 57.4 µM), without a hit: top-dose activity, negative = inhibition, usual class: inhibitors; 270,000 tested, 2.1% active; note: nearly all actives have a fitted effect of over 55% in size
#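 Fibril formation assay: tau K18 P301L at 15 uM with trace Alexa 594 label, heparin inducer 20 uM, pH 7 sodium acetate buffer, 37 C for 6 hr; endpoint ThT signal.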
# L3MBTL1 inh = blocks human L3MBTL1. Q9Y468. AlphaScreen L3MBTL1–H3K9me1 peptide binding. Potency, µM (titrated, usually from 57.1 µM), without a hit: at the top dose activity, negative = inhibition, usual class: inhibitors. 230,000 tested, 0.66% active. AID 485360; note: nearly all actives have a fitted effect of over 60% in size
# Target sequence (Q9Y468 whole entry, looked up): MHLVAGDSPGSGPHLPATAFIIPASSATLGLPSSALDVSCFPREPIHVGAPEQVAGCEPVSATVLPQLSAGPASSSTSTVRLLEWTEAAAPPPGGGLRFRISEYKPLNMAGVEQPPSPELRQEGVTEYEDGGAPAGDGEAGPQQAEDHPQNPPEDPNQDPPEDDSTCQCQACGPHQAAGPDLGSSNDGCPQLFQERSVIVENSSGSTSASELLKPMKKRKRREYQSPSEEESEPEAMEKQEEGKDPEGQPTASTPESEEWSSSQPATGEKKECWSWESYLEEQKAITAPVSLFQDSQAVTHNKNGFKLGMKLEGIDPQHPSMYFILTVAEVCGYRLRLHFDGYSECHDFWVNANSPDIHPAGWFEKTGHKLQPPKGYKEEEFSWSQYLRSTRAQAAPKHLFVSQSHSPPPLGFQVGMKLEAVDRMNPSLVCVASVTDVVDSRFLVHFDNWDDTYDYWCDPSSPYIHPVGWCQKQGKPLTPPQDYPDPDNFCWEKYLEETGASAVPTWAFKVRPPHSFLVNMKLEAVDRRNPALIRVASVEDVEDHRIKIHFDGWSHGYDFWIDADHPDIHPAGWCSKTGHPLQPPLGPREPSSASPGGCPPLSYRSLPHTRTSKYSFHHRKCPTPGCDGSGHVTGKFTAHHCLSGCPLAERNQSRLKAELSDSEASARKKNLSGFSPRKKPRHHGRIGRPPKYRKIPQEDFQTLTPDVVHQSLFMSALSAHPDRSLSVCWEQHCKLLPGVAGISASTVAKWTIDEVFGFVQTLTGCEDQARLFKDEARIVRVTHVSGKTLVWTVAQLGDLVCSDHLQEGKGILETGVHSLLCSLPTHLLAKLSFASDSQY
#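 First, the protein-peptide complex forms for 30 min at room temperature (L3MBTL1 50 nM, biotinylated H3K9me1 peptide 75 nM). Next, compounds are pin-transferred and incubated 30 min. Finally, AlphaScreen beads are added and read after 30 min.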
# TexasRed fluor = alters Texas Red total fluorescence, flagging assay interference | TRb/SRC2 Texas Red total fluorescence interference | Potency, µM (series often up to 106 µM), inactives show top-dose fluorescence change, negative = quenching | 280,000 tested, 0.29% active; active = well fitted curve in either direction with a large enough effect; inconclusive = small, poorly fitted or top-dose-only effect
#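 Human TRβ ligand-binding domain (0.6 uM) and Texas Red SRC2 peptide (20 nM) in Tris buffer with 1 uM T3 and 5% DMSO were incubated with pinned compound for 5 hr at ambient temperature. Total fluorescence was computed as S + 2P (555/632 nm).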
# TRb-SRC2 inh = inhibitors of human thyroid hormone receptor beta-SRC2 interaction | TRbeta-SRC2 peptide binding, fluorescence polarization; receptor liganded with 1 µM T3 | P10828 | 280,000 tested, 0.065% active | Potency, µM (top dose mostly 106 µM), inactives show at the top dose activity change, negative = inhibition, hits mostly inhibitors;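 note: plate controls were bound peptide for no effect and peptide without receptor for full effect; nearly all actives have a fitted effect of over 50% in size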
#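 Binding of a 20-amino-acid Texas Red SRC2 peptide (20 nM) to TRb ligand-binding domain (0.6 uM) with agonist T3 at 1 uM was followed by fluorescence polarization after a 5 hr room-temperature incubation.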
# * = called active by the depositor; u = inconclusive; x = not tested or not shown; & = joins results of further samples; [ ] = dose if it differs, or a comment. Unless noted, calls come from the whole dose curve; as a rule, active = well fitted curve in the direction sought with a large enough effect; inconclusive = small, poorly fitted or top-dose-only effect, or another doubt; inactive = no such curve, though single readings can be large; an effect the other way counts as inactive or inconclusive. Unless noted, % is set by controls: 0 for no effect and ±100 for the full control effect; potency is the fitted concentration of half-maximal effect.
SMILES,aGal spleen mod,Tau fluor counter,Tau fibril FP,ALDH1A1 inh,Tau ThT inhib,L3MBTL1 inh,TexasRed fluor,TRb-SRC2 inh
CN(C)c1ccc(CNC(=O)Cn2c(-c3cccs3)cc3cc(Cl)ccc32)cc1,x,-20%,15%,x,8%,x,-1%,-2%
COc1ccc(F)cc1S(=O)(=O)NC1CC(C)(C)NC(C)(C)C1,-2%,7%,-3%,7%,7%,12%,x,x
CC(=O)N1C(c2ccccc2)CC(=O)OC1c1ccc2c(c1)OCO2 (stereo not given),-10%,6%,-2%,-12%,4%,9%,-2%,5%
O=C(NNS(=O)(=O)c1ccc(Br)cc1)C1CCCCC1,-5%,2%,-4%,-1%,4%,12%,0%,0%
CCN(Cc1ccccc1)C(=O)C1CCN(Cc2ccc(SC)cc2)CC1,2%,-14%,-8%[2.34 µM],-3%,-8%,-7%,3%,8%
O=C(COC(=O)c1cncc(Br)c1)Nc1ccc2c(c1)OCO2,2%,-9%,8%,-3%,-11%,15%,0%,11%
CC1(C(=O)Nc2cccc3ccccc23)CC1(Br)Br (stereo not given),4%,-26%,7%,x,u,0%,1%,2%
O=C(OCn1ncc(Cl)c(Cl)c1=O)c1ccc(C(F)(F)F)cc1,-1%,-12%,-13%,3.5µM*,32µM*,10%,4%,-12%
Cn1c(Cc2ccccc2)nnc1SCC(=O)NCCc1ccccc1,-2%,-2%,3%,-6%,0%,x,-8%,-3%
CCN1CCN(C(=O)C2CCN(S(=O)(=O)c3cccc4cccnc34)CC2)CC1,9%,-2%,-6%,11%,-7%,-1%,-7%,3%
COc1cc(C(F)(F)F)nc2c(Br)c(C(C)(C)C)nn12,9%,-9%,0%,u,-4%,31%[activator],-4%,-5%
O=C(CCCn1c(=S)[nH]c2ccsc2c1=O)NCc1ccco1,-2%,4%,4%,4%,0%,2%,-2%,1%
CC(C)(C)C(=O)NC(=C(Cl)Cl)P(=O)(O)O,1%,0%,-7%,-1%,-6%,11%,1%,-11%
CCn1cnc2c(oc3ccccc32)c1=O,-5%,0%,-1%,-1%,-3%,x,-1%,-7%
O=C1CSC2(C(=O)N(Cc3cccc(C(F)(F)F)c3)c3ccccc32)N1c1ccc(F)c(F)c1 (stereo not given),x,-24%,-2%,x,-7%,x,-1%,3%
CC1=NOC(=O)/C1=C\c1ccc(-c2ccc(Br)cc2)o1,2%,-30%,2%,10µM*,28µM*,x,-5%,-3%
COc1cccc(C(=O)Nc2ncc3c(n2)CC(C)CC3=O)c1 (stereo not given),10%,-3%,-3%,u,1%,-13%,-1%,12%
OCc1cn(-c2ccccc2)nc1-c1ccc2c(c1)OCCO2,0%,-25%,-11%,u,-6%,x,-2%,12%
Cc1ccc(C)c(N2CCN(C(=O)CCCn3ncn4c(cc5occc54)c3=O)CC2)c1,x,-14%,6%,x,u,x,-1%,-7%
Clc1ccc(-c2csc(-c3cccnc3)n2)s1,-12%,-26%,2%,x,x,x,1%,-5%
NC(=S)NNc1cc(Cl)cc(Cl)c1,-1%,-21%,u,2µM*,u,x,-7%,-3%
CNC(=O)Nc1ccccc1F,4%,-6%,-1%,9%,-7%,x,-4%,-14%
COc1ccc(NC(=O)/C(C#N)=C\c2ccc(Br)o2)cc1,1%,-4%,12%,x,u,x,1%,-15%
COC(=O)CC(NC(=O)c1ccco1)c1ccc(C(C)C)cc1 (stereo not given),-8%,-4%,7%,-6%,-2%,x,-3%,-3%
NC(=O)NO,0%&-18%,-3%&-6%,-1%&-1%,-10%&2%,-1%&-4%,-5%,1%&-2%,6%&1%
CCOc1ccc(C2C(C#N)=C(N)SC(N)=C2C#N)cc1OCC,-14%,u,-1%,u,u,x,2%,1%
COc1ccc(NS(=O)(=O)c2cc(-c3onc(C)c3C)ccc2C)c(OC)c1,x,-22%,3%,x,2%,x,-1%,-7%
N#Cc1cc2c(nc1SCc1ccncc1)CCC2,1%,-9%,4%,u,u,0%,0%,-3%
COc1ccc2c(c1)c1c(c(=O)n(Cc3ccccc3)c(=O)n1CC(=O)NCc1ccccc1)n2C,x,-6%,3%,x,-6%,x,-1%,-1%
CCC(C)[C@H]1CNC(=S)N1CCC12CC3CC(CC(C3)C1)C2 (stereo not given in full),-1%,2%,-4%,x,-5%,x,-2%,-1%
CCOc1ccc(CN(C)CC(=O)Nc2cc(OC)c([N+](=O)[O-])cc2C)cc1,-7%,2%,1%,9%,4%,7%,-6%,-3%
N#Cc1ccc(/C=C/C(=O)c2cccnc2)cc1,0%,-2%,11%,u,u,6%,3%,5%
CCc1ccc(NC(=S)N2CCCCCCC2)cc1,9%,-5%,1%,5%,-3%,0%,1%,6%
CCCC(=O)Nc1ccc2c(c1)c1ccccc1n2CC,0%,-25%,2%,-2%,u,8%,0%[53 µM],-8%[53 µM]
CCc1ccc(S(=O)(=O)c2c[nH]c3cc(OC)c(OC)cc3c2=O)cc1,x,-18%,-4%,x,-6%,x,0%,2%
O=C(c1cnn2c(C(F)(F)F)cc(-c3ccco3)nc12)N1CCc2ccccc2C1,6%,-6%,3%,u,u,14%,1%,4%
O=C(CSc1nc(C2CC2)nc2ccccc12)N1c2ccccc2Sc2ccc(C(F)(F)F)cc21,-1%,-8%,-2%,1%,-8%,-7%,-2%,3%
COC(=O)[C@@H]1CC[C@H](C)[C@@H](c2ccc(C)cc2)N1C(=O)c1ccc(/C=N\O[C@@H](C)c2cn([C@H](CO)Cc3ccccc3)nn2)cc1,-7%&-10%[17.5 µM],-9%&-3%[11.6 µM],-5%&5%[11.6 µM],2%&7%[13.5 µM],-10%&-5%[11.5 µM],x,-2%&2%[11.2 µM],3%&-9%[11.2 µM]
CCOC(=O)Nc1cc2c(C)cc(=O)oc2cc1C,12%,-6%,-5%,u,-1%,0%,1%,-21%
Nn1c(SCC(=O)N2CCN(S(=O)(=O)c3ccc(Cl)cc3)CC2)nnc1-c1cccs1,-1%,-6%,-2%,-2%,-3%,x,0%,-3%
CCOC(=O)c1ccc(N2C(=O)CC(SCC(N)C(=O)OCC)C2=O)cc1 (stereo not given),0%,2%,3%,3.5µM*,-9%,x,1%,10%
COc1cc(NC(=O)CSc2nnnn2-c2ccccc2)cc(OC)c1OC,3%,5%,5%,14%,9%,x,1%,-1%
C=CCNC(=O)c1ccc2nc(-c3ccccc3)c(-c3ccccc3)nc2c1,8%,-19%,2%,u,-13%,1%,-1%,0%
Cc1ccc(C(=O)N/C(=C\c2ccco2)C(=O)NCCCn2ccnc2)cc1C,0%,-7%,4%,25µM*,u,u,-1%,9%
Cc1ccc(NC(=O)CCC(=O)NNC(=O)COc2cccc3ccccc23)c(C)c1,-4%,-11%,-5%,0%,-14%,-3%,-2%,4%
CN(Cc1ccccc1)C(=O)CN1CCN(C(c2ccccc2)c2ccccc2)CC1,2%,-2%,3%,-7%,-8%,-1%[11.4 µM],1%,-2%
COc1c(N2CCN(C(=S)Nc3ccccc3)C(C)C2)c(F)cc2c(=O)c(C(=O)O)cn(C3CC3)c12 (stereo not given),-8%,-6%,-5%,-6%,-10%,6%,1%,0%
CC(=O)Nc1ccc(S(=O)(=O)NNC(=O)COc2cc(C)ccc2C(C)C)cc1,-3%,-10%,-7%,u,2%,x,2%,-12%
O=C(Nc1cccc(S(=O)(=O)N2CCCCC2)c1)c1ccc2c(=O)n3c(nc2c1)CCCCC3,5%,-2%,7%,2.5µM*,-1%,-6%,0%,-3%
O=C(c1ccco1)N1CCN(C(=O)c2ccccc2OC(=O)C23CC4CC(CC(C4)C2)C3)CC1,8%,5%,6%,-21%,-8%,-5%,0%,3%
COc1cc(NC(=O)c2cccc3c2C(=O)N(Cc2cccnc2)C3)cc(OC)c1OC,5%,-22%,7%,-4%,-17%,6%,-2%,-2%
Cc1ccc(NC(=O)CN2C(=O)CSc3ccc(S(=O)(=O)N4CCCC4)cc32)cc1F,x,u,-17%,x,0%,x,-1%,1%
CCCC[C@@H]1C[C@H]1C(NC(=O)c1ccco1)c1ccccc1 (stereo not given in full),-2%,-5%,3%,25µM*,-8%,x,-5%,-5%

# 10 structures out of the list, sorted by length of the SMILES, lowest first:
SMILES,aGal spleen mod,Tau fluor counter,Tau fibril FP,ALDH1A1 inh,Tau ThT inhib,L3MBTL1 inh,TexasRed fluor,TRb-SRC2 inh
CCCC[C@@H]1C[C@H]1C(NC(=O)c1ccco1)c1ccccc1 (stereo not given in full),-2%,-5%,3%,25µM*,-8%,x,-5%,-5%
C=CCNC(=O)c1ccc2nc(-c3ccccc3)c(-c3ccccc3)nc2c1,8%,-19%,2%,u,-13%,1%,-1%,0%
CCOC(=O)c1ccc(N2C(=O)CC(SCC(N)C(=O)OCC)C2=O)cc1 (stereo not given),0%,2%,3%,3.5µM*,-9%,x,1%,10%
CN(Cc1ccccc1)C(=O)CN1CCN(C(c2ccccc2)c2ccccc2)CC1,2%,-2%,3%,-7%,-8%,-1%[11.4 µM],1%,-2%
Cc1ccc(NC(=O)CCC(=O)NNC(=O)COc2cccc3ccccc23)c(C)c1,-4%,-11%,-5%,0%,-14%,-3%,-2%,4%
CC(=O)Nc1ccc(S(=O)(=O)NNC(=O)COc2cc(C)ccc2C(C)C)cc1,-3%,-10%,-7%,u,2%,x,2%,-12%
Cc1ccc(NC(=O)CN2C(=O)CSc3ccc(S(=O)(=O)N4CCCC4)cc32)cc1F,x,u,-17%,x,0%,x,-1%,1%
O=C(Nc1cccc(S(=O)(=O)N2CCCCC2)c1)c1ccc2c(=O)n3c(nc2c1)CCCCC3,5%,-2%,7%,2.5µM*,-1%,-6%,0%,-3%
O=C(c1ccco1)N1CCN(C(=O)c2ccccc2OC(=O)C23CC4CC(CC(C4)C2)C3)CC1,8%,5%,6%,-21%,-8%,-5%,0%,3%
COc1c(N2CCN(C(=S)Nc3ccccc3)C(C)C2)c(F)cc2c(=O)c(C(=O)O)cn(C3CC3)c12 (stereo not given),-8%,-6%,-5%,-6%,-10%,6%,1%,0%

# Source: PubChem BioAssay (National Center for Advancing Translational Sciences (NCATS))

# Rows are unselected; overall some 8.5% were active at least once.
